NR5A2 inv ag: NR5A2 inverse agonism in reporter assay. O00482. HEK293T StAR-luciferase reporter, LRH-1 transfected, 24 h. inhibition, % at 3.6 µM. hit rate 0.13% among 360,000;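 active means inhibition above the mean inhibition of all tested compounds plus 3 SD, cut at about 73% in these data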;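 further: 0% = DMSO wells and 100% = reporter-only cells lacking LRH-1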
SRC1 inh: inhibitors of human steroid receptor coactivator 1 (SRC1) | HEK293 GAL4-SRC1 luciferase reporter, luminescence | hit rate 0.12% among 360,000 | Q15788 | inhibition, % at 3.6 µM;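 active means inhibition above the campaign mean plus 3 SD, with each screening campaign given its own cutoff, cut at about 60% in these data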;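 further: 0% = DMSO treated cells and 100% = gossypol at 36 µM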
Target sequence (Q15788 whole entry, looked up, the tested form may be a part): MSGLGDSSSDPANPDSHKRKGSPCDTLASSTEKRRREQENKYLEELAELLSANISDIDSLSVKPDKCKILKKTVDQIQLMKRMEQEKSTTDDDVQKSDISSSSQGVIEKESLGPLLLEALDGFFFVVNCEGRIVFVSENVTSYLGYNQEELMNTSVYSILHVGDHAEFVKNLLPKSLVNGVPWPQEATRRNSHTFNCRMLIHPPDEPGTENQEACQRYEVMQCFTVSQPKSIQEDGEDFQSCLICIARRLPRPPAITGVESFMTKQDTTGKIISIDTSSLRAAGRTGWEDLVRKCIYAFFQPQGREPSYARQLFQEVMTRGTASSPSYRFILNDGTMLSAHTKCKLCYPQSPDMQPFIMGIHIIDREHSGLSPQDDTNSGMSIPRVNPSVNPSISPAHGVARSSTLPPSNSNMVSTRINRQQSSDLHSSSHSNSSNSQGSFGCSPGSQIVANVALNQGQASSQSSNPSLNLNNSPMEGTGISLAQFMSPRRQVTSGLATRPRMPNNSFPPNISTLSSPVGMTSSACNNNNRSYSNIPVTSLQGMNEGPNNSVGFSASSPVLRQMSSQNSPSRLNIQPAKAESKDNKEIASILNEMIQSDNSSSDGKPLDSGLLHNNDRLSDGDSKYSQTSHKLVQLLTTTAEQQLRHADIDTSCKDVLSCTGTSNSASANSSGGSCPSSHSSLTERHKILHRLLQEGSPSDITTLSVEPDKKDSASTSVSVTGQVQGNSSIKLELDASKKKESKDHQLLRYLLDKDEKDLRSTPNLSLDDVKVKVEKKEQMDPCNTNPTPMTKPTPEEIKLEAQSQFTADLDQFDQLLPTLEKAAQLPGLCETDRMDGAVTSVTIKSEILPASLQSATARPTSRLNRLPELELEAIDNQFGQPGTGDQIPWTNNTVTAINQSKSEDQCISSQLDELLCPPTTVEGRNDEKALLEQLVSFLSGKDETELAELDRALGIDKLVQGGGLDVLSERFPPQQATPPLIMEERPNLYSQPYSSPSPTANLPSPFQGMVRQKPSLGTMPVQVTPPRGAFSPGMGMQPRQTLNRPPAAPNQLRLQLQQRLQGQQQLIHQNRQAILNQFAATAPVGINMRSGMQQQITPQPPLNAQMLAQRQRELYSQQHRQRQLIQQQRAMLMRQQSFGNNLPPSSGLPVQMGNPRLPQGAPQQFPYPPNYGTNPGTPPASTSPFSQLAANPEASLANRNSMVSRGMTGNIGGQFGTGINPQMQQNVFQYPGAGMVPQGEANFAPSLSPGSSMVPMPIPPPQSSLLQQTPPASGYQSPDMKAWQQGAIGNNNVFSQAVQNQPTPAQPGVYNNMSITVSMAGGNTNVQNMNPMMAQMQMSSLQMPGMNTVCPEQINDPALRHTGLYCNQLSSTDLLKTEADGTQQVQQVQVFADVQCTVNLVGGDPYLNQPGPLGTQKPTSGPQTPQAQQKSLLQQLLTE
LMP1 NFkB inh: inhibitors of Epstein-Barr LMP1-induced NF-kappaB reporter; LMP1-induced NF-kappaB luciferase reporter cells, luminescence; inhibition, % at 12.5 µM; hit rate 0.69% among 350,000; in the data active means inhibition above about 41%;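 further: 0% = neutral control wells and 100% = reference inhibitor control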
SRC3 inh: inhibits human SRC3 coactivator | HEK293 GAL4-SRC3 luciferase reporter, luminescence | inhibition, % at 3.6 µM | hit rate 0.17% among 360,000 | AID 588352;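 active means inhibition above a per-campaign cutoff, the mean of all compounds plus 3 SD, cut at about 60% in these data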;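 further: 0% = DMSO-treated cells and 100% = gossypol-treated cells at 36 µM; higher means less SRC3-driven luciferase light from the GAL4 reporter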
TWEAK-Fn14 inh: inhibitors of TWEAK-Fn14 interaction signaling. TWEAK-stimulated Fn14 reporter cells, luciferase luminescence, 8 h. inhibition, % at 10 µM. hit rate 2% among 360,000. AID 1159606; in the data active means inhibition above about 50%
COUP-TFII inh: inhibitors of human COUP-TFII (NR2F2) | P24468 | inhibition, % at 8.6 µM | HEK293T NGFI-A luciferase reporter, luminescence | AID 686940 | hit rate 0.7% among 370,000;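 active means inhibition above a per-plate cutoff, mean inhibition of test wells between control levels plus 3 SD, cut at about 38% in these data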;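 further: cells cotransfected with COUP-TFII expression vector driving the NGFI-A reporter; 0% = median of COUP-TF2 test wells and 100% = reporter-only cells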
TLR9-MyD88 block: blocks human TLR9 binding to MyD88; CHO BLA complementation TLR9-MyD88, CCF4 FRET ratio; AID 504734; hit rate 0.21% among 340,000; inhibition, % at 4.98 µM;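 active means inhibition above the mean over all tested compounds plus 3 SD, cut at about 21% in these data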;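 further: 0% = DMSO only wells and 100% = clavulanate BLA inhibitor control wells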
NOD2-RIPK2 inh: inhibitors of human NOD2-RIPK2 interaction; O43353; CHO BLA complementation NOD2-RIPK2, CCF4 ratio; inhibition, % at 4.98 µM; hit rate 0.38% among 360,000; in the data active means inhibition above about 21%;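 further: 0% = vehicle only and 100% = reference blocker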
TROY NFkB inh: TROY signaling inhibition; Q293 LMP1-TROYcd NF-kB luciferase reporter, 4 h; inhibition, % at 10 µM; hit rate 0.98% among 360,000; AID 1347056;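 active means compounds whose plate-normalised and pattern-corrected inhibition of the luciferase reporter signal at the single screening dose is 50% or more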
SRC2 inh: inhibits human steroid receptor coactivator 2 | Q15596 | HEK293 GAL4-SRC2 luciferase reporter, luminescence | inhibition, % at 9 µM | hit rate 0.17% among 370,000 | AID 651957;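 active means inhibition above the mean inhibition of all tested compounds plus 3 SD, set per campaign, cut at about 52% in these data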;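 further: 0% = DMSO treated cells and 100% = cells given Gossypol at 36 µM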
C8 TRAIL sens: sensitizes caspase-8 expressing cells to TRAIL. NB7+C8 cells + TRAIL, ATPlite viability luminescence. inhibition (viability loss, TRAIL sensitization), % at 10 µM. hit rate 1% among 360,000;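 active means compounds causing at least 50% loss of cell viability in the single-dose screen, relative to plate controls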
Active calls of the source: *; x = no result given. A portion of the library; rates above refer to the full screens.

SMILES	NR5A2 inv ag	SRC1 inh	LMP1 NFkB inh	SRC3 inh	TWEAK-Fn14 inh	COUP-TFII inh	TLR9-MyD88 block	NOD2-RIPK2 inh	TROY NFkB inh	SRC2 inh	C8 TRAIL sens
O=C(Nc1ccc(Cl)cc1)N1CCSCC1	-5.2	14.5	-11.9	-26.5	-16.1	-8.6	10.7	-4.7	-23.3	-1.3	-3.3
CC(C)(Oc1ccc(Cl)cc1)C(=O)NC1CCN(Cc2ccccc2)CC1	-5.7	-3.2	4.4	-6.5	-3.5	-6.4	-6.5	3.9	1.4	-10.2	16.2
NS(=O)(=O)c1ccc(N/N=C/c2cn(-c3ccccc3)nc2-c2cccs2)cc1	-10.1	1.6	-110.7	2.4	3.3	-10.0	-9.7	-4.1	-18.8	-5.6	36.3
O=C(Nc1ccccc1Cl)c1cc(C2CCCN(C(=O)c3ccccc3)C2)on1 (stereo unspecified)	-22.1	-3.7	x	-9.1	-6.5	-3.6	x	-4.9	-12.9	-1.1	3.3
CCn1nc(NS(=O)(=O)c2ccc(F)cc2)c2cc3cccc(C)c3nc21	-11.4	-5.1	-4.7	-23.0	12.5	-12.9	-1.9	-8.1	29.2	-12.5	14.5
Cc1ccccc1CN1CCC(n2nccc2NC(=O)c2cccnc2)CC1	-0.8	-41.5	5.7	-7.3	5.7	-6.4	1.0	-6.4	-2.9	23.1	16.8
CSc1nc(=S)cc(C)[nH]1	-8.5	-6.8	-0.3	15.3	8.8	8.8	7.7	-3.8	7.9	4.8	-4.5
N#Cc1cc2c(=O)n3ccccc3nc2n(Cc2ccco2)c1=NC(=O)c1ccco1	-18.9	-6.0	-4.7	11.6	30.5	21.6	8.6	6.8	-11.2	-11.7	11.5
Cn1c(=O)c2c(ncn2CC(=O)OCC(=O)Nc2cccc(Cl)c2)n(C)c1=O	1.7	1.3	5.7	6.1	0.4	5.7	14.0	-0.5	-0.4	-7.2	-3.2
O=C(NCCCNc1ccc([N+](=O)[O-])cc1Cl)c1ccccc1F	17.1	-26.8	-5.7	4.0	-16.8	-2.9	-1.1	-7.3	-1.5	-12.8	1.5
CC(C)N1CCc2c(sc(NC(=O)CCS(=O)(=O)c3ccccc3)c2C#N)C1	5.1	-8.1	0.8	-26.1	-2.5	-2.7	2.8	-4.8	15.1	-32.5	-14.5
O=C(COc1c(Cl)cccc1Cl)NN1C(=O)CSC1=S	-4.8	0.7	-10.1	1.9	-14.4	-25.5	1.3	-4.3	44.4	-13.8	-3.8
Cc1ccc(C)c(CNS(=O)(=O)c2c(C)[nH]c(C)c2C(=O)N2CCCC2)c1	24.7	7.4	3.3	16.5	12.3	-6.3	5.6	2.9	-4.5	18.7	-15.1
COc1cc(S(=O)(=O)N2CCC(c3nc4ccccc4s3)CC2)ccc1S(=O)(=O)N1CC(C)CC(C)C1 (stereo unspecified)	-8.7	-0.7	-17.7	13.6	-7.6	6.6	-2.4	-7.5	-9.3	-2.8	-5.0
O=C(COc1cccc(Br)c1)N/N=C/C(=O)c1ccccc1	-9.1	16.0	-0.6	10.9	24.6	1.0	-4.6	-1.2	-16.4	30.5	-2.0
COC(CNc1ncnc2sc(-c3ccccc3)cc12)OC	-1.2	-11.1	8.8	-20.9	4.5	-2.7	4.2	-8.8	-21.1	1.1	13.4
O=[N+]([O-])c1ccc(/C=C/C2=NN(c3ccccc3)C(c3ccco3)C2)o1 (stereo unspecified)	25.5	-39.1	-4.7	10.7	-12.7	-3.5	0.2	1.3	-29.4	-4.2	18.7
Cc1cc(NC(=O)CC(C)(C)C)nc2c1c(=O)oc1ccccc12	6.6	-3.6	-5.2	15.2	19.4	4.5	5.1	-3.9	-14.2	-3.0	23.3
O=c1oc2cc(OCc3nn[nH]n3)ccc2c2c1CCCC2	-9.4	-0.8	-7.1	-11.5	23.4	12.9	3.8	0.2	-9.1	-23.7	5.0
NS(=O)(=O)c1ccc(N2N=C(c3ccccc3)CC2c2ccc(F)cc2)cc1 (stereo unspecified)	16.6	3.5	5.7	15.0	18.4	-6.2	-42.6	0.3	26.6	1.5	-5.7
Cc1cc(=O)oc2c3c(cc(OCC(=O)NC(C)C)c12)OC(C)(C)CC3	21.1	0.5	-1.0	-3.4	-23.3	-10.1	2.6	8.9	9.6	14.1	-3.9
CCCCS(=O)(=O)/C=C\C=C/S(=O)(=O)CCCC	58.5	-329.8	92.1*	-39.4	79.2*	x	33.6*	91.3*	46.7	x	44.8
Cc1ccnc(NC(=O)c2cc(S(=O)(=O)N3CCCCC3)ccc2Cl)c1	11.3	-7.4	1.8	-2.0	-10.9	3.3	7.0	-27.7	-24.9	0.3	-0.8
C=CCn1c(=O)c(C(=O)NC2CC2)c(O)c2cc(OC)c(OC)cc21	-1.7	-17.8	-1.8	-17.4	17.4	14.9	-9.2	2.0	1.1	3.6	13.9
CC(=O)N(c1ccccc1)c1nc(/C=C/C(=O)Nc2c(C)cc(C)cc2C)cs1	10.9	-7.7	2.4	13.9	-5.3	11.1	5.0	-7.4	-4.1	-18.0	0.9

Ordered by molecular weight (largest number first): 3 of the compounds above
SMILES	NR5A2 inv ag	SRC1 inh	LMP1 NFkB inh	SRC3 inh	TWEAK-Fn14 inh	COUP-TFII inh	TLR9-MyD88 block	NOD2-RIPK2 inh	TROY NFkB inh	SRC2 inh	C8 TRAIL sens
NS(=O)(=O)c1ccc(N/N=C/c2cn(-c3ccccc3)nc2-c2cccs2)cc1	-10.1	1.6	-110.7	2.4	3.3	-10.0	-9.7	-4.1	-18.8	-5.6	36.3
O=C(Nc1ccccc1Cl)c1cc(C2CCCN(C(=O)c3ccccc3)C2)on1 (stereo unspecified)	-22.1	-3.7	x	-9.1	-6.5	-3.6	x	-4.9	-12.9	-1.1	3.3
O=C(Nc1ccc(Cl)cc1)N1CCSCC1	-5.2	14.5	-11.9	-26.5	-16.1	-8.6	10.7	-4.7	-23.3	-1.3	-3.3

The list goes on.
SMILES	NR5A2 inv ag	SRC1 inh	LMP1 NFkB inh	SRC3 inh	TWEAK-Fn14 inh	COUP-TFII inh	TLR9-MyD88 block	NOD2-RIPK2 inh	TROY NFkB inh	SRC2 inh	C8 TRAIL sens
CN1C(=O)N(C)C2(c3ccccc3)NC(=O)NC12c1ccccc1 (stereo unspecified)	19.0	-42.9	2.0	-11.6	-11.6	10.8	3.5	-4.0	2.5	-3.6	0.7
O=C(O)c1ccccc1S(=O)(=O)NCC(O)COc1ccc(Br)cc1 (stereo unspecified)	-10.9	-2.2	-9.1	5.6	-9.1	-12.0	-6.7	-3.2	16.0	-15.5	-7.8
CCCCC1(C)Cc2ccccc2C(=S)N1 (stereo unspecified)	15.0	-5.1	2.3	-33.3	-0.2	6.4	-1.1	-2.2	3.6	-13.5	-13.8
Cc1nc(C)c(C(=O)OCC(=O)Nc2ccc(C)c(C)c2)s1	5.5	-0.2	-1.2	2.4	-13.6	4.0	-0.7	-3.2	0.8	-12.9	11.3
Cc1cccc(N2C(=O)CC(N(C(=O)c3ccco3)c3cccc(C)c3)C2=O)c1 (stereo unspecified)	-6.5	-19.2	1.4	10.8	-13.9	7.2	2.0	-2.1	1.1	-9.3	-12.7
COc1ccc(NC(=O)CN(C)C(=O)c2cc(S(=O)(=O)N(C)C)ccc2N2CCCC2)cc1	-1.3	-4.5	3.6	16.8	-1.5	11.8	8.0	-13.6	1.6	10.1	0.8
COc1ccc(N(Cc2ccc(N(C)C)cc2)C(=O)c2ccc(S(C)(=O)=O)cc2)cc1	-11.5	-0.5	-5.1	8.0	6.0	-0.9	-6.6	-9.8	-10.7	14.8	-13.0
CN(C)C(=O)CSc1nc(-c2cccs2)c(-c2cccs2)[nH]1	-26.6	6.3	-2.5	10.2	26.7	3.0	-10.2	3.3	-39.3	-1.7	-8.2
NS(=O)(=O)c1ccc(CCNC(=O)C(=O)NCC2OCCN2S(=O)(=O)c2ccc(F)cc2)cc1 (stereo unspecified)	-6.5	3.2	-11.3	-7.9	12.5	5.0	6.3	4.4	13.2	-37.9	4.0
Cc1ccc(-n2cc(CNCCc3ncc(C)[nH]3)c(-c3ccc(F)cc3)n2)cc1	-9.0	13.3	-10.6	-3.4	-8.6	-22.6	-18.2	3.2	-5.0	-20.6	6.5
Cc1ccc(S(=O)(=O)N2CCN(C(=O)COC(=O)C3CCC3)CC2)c(C)c1	2.9	-30.3	-0.5	1.6	11.8	-29.8	12.7	3.2	-13.8	9.6	-11.8
Cc1ccc(-n2nnnc2SCC(=O)NNC(=O)c2ccco2)cc1C	-4.2	-1.1	2.3	13.9	0.1	19.1	-1.3	2.8	-11.2	5.3	13.9
Cc1ccc(NC(=O)CNc2ccc(OC(C)C)cc2)cc1	-28.7	-11.4	-7.5	8.0	-21.2	2.2	-1.2	-2.3	-21.8	-26.5	6.9
O=C(Nc1ccccc1NC(=O)NC1CCCCC1)NC1CCCCC1	-15.0	-12.4	25.1	-21.7	-14.6	-17.4	-4.6	-6.9	-9.9	-7.3	-5.5
CC(C)(C)c1ccc(C(=O)CC(=O)c2cc(Cl)ccc2O)cc1	-51.7	-62.5	5.9	-21.8	-5.7	-14.2	1.6	9.3	-37.1	-12.0	-4.5
CC1CN(Cc2nc3c(c(=O)[nH]c(=O)n3C)n2CCCc2ccccc2)CC(C)O1 (stereo unspecified)	-24.8	1.2	-3.4	14.4	-3.0	9.7	-7.8	-4.5	0.4	-12.2	-3.6
Cc1cc(C)c(OC2(c3ccccc3)OC(=O)c3ccccc32)c(C)c1 (stereo unspecified)	3.3	6.4	-6.3	14.0	8.5	-7.0	-1.8	-13.0	-0.3	11.3	13.9
O=C(c1ccco1)n1nc(NCc2ccccc2)nc1NCc1ccccc1	-5.7	1.3	-5.3	7.1	12.2	-0.7	2.1	7.5	-13.2	-29.4	0.2
COc1ccc(C(CNC(=O)CCOc2ccccc2)N(C)C)cc1 (stereo unspecified)	-3.6	-23.3	8.5	-14.3	-6.2	12.5	-1.4	-8.2	10.9	-5.2	-17.4
COc1ccc(/C=C/C(=O)NC(=S)N2CCCC(C(N)=O)C2)cc1 (stereo unspecified)	1.2	3.5	1.1	12.5	9.7	0.0	3.8	-0.1	-23.2	-8.4	-3.6
C[C@@H]1CN([C@H](C)CO)C(=O)CCCn2cc(nn2)CO[C@H]1CN(C)C(=O)c1ccccc1	4.7	0.3	x	-6.5	-8.0	-19.6	x	-11.0	9.6	-0.3	-10.0
CCOC(=O)c1c(C)[nH]c(C(=O)OCC(=O)N(C)c2c(N)n(Cc3ccccc3)c(=O)[nH]c2=O)c1C	-2.9	-7.1	-5.1	-6.3	13.7	13.9	1.6	1.8	-1.9	-13.8	-15.2
Cc1ccc(OCc2n[nH]c(=S)n2Cc2ccccc2)cc1	-17.8	-1.3	2.8	-0.5	3.0	-20.7	-2.1	-5.0	-7.8	-6.2	8.2
CCOC(=O)c1ccccc1NC(=O)CSc1nc(N)cc(=O)[nH]1	10.2	3.3	-8.4	31.5	32.7	-11.4	4.3	-1.1	15.4	23.6	10.0
Cn1c(=O)c2c(ncn2CC(=O)OCC(=O)NCCc2ccccc2)n(C)c1=O	-3.4	-24.5	0.1	-10.2	9.8	-13.0	2.5	0.2	13.7	14.4	-11.3
CCn1cc(CN2CCCC(C(=O)Nc3ccc(-c4nc5ccccc5[nH]4)cc3)C2)c(C)n1 (stereo unspecified)	-10.4	-21.9	3.0	-0.8	8.2	-18.5	11.1	-6.7	18.3	-26.0	-5.0
Cc1ccc2c(c1)C1CN(C)CCC1N2C(=S)Nc1ccc(OC(F)F)cc1 (stereo unspecified)	17.7	-7.2	0.8	-3.2	7.3	-12.3	5.7	5.2	15.5	0.9	3.1
